Bioassay records (PubChem BioAssay)
ARNT-TACC3 inh – disrupts binding between human ARNT and TACC3. Q9Y6A5. AlphaScreen His-ARNT PAS-B/GST-TACC3 binding, luminescence; TACC3 fragment carries E629A point mutation. inhibition, % at 9.99 µM. actives 0.66% (n = 390,000). AID 623870;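 active means mean inhibition of replicates at least 50% and at least half of replicates each reaching 50%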;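 further: 0% = complete ARNT plus TACC3 wells and 100% = ARNT alone without TACC3; many hits fall short of the cut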
PAX8 inh HTS – lowers PAX8-driven luciferase in RMG-I cells; RMG-I TPO-luciferase reporter, SteadyGlo, 24 h; inhibition, % at 12.6 µM; actives 1.2% (n = 360,000);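 active means mean replicate inhibition at least 60% with every replicate also reaching 60%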;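 further: luciferase light reporting Pax8 driven TPO promoter activity; plate controls were median of neutral control wells for no effect and mitoxantrone controls for full effect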
The depositor's hits bear a star. Some of the compounds tested, so the mix of outcomes need not match the whole.

#	canonical_smiles	ARNT-TACC3 inh	PAX8 inh HTS
1	COC(=O)c1nn(-c2ccc(OC)cc2)c(=O)cc1Oc1cccc(Cl)c1	-8	4
2	O=C(Nc1cccnc1)c1cc(-c2ccccc2)on1	-3	9
3	CCOC(=O)C1CCN(Cc2nc3ccccc3c(=O)n2-c2ccc(F)cc2)CC1	-1	2
4	Cc1ccc2nc(C)cc(OCC(=O)O)c2c1	-5	4
5	O=C1c2[nH]nc(-c3ccccc3O)c2C(c2ccc(F)cc2)N1CC1CCCO1 (stereo unspecified)	-10	-17
6	O=C(Nc1nnc(SCC(=O)N2CCCCC2)s1)C1CCCCC1	-4	-2
7	O=C(CN1CCc2ccccc2C1)N1CCN(S(=O)(=O)c2ccccc2)CC1	8	1
8	O=C(Cn1ncc2c(=O)oc3ccccc3c21)N1CCN(c2ccccn2)CC1	2	11
9	Cc1cc(-c2nn3c(C)nnc3s2)ccc1NC(=O)C(C)(C)C	-10	-7
10	CC1(C)CC(=O)C2=C(C1)Nc1[nH]n(-c3ccccc3)c(=O)c1C2c1ccc2c(c1)OCO2 (stereo unspecified)	-5	-6
11	CC(C)(C)C(=O)NC1CCN(S(=O)(=O)c2cccc(C(F)(F)F)c2)CC1	0	-1
12	CCN(CC(=O)NCc1cccs1)c1ccc(S(=O)(=O)N2CCOCC2)cn1	-8	8
13	CCn1c(SCC(=O)c2ccc(C)cc2)nnc1-c1ccoc1C	-2	-28
14	O=C(c1ccccc1)c1cncc(Br)c1	-4	-16
15	O=C(NCC1CCCCC1)C1CCN(C(=O)NC2CCCCC2)CC1	-11	-9

Some values from above.
CCN(CC(=O)NCc1cccs1)c1ccc(S(=O)(=O)N2CCOCC2)cn1 in ARNT-TACC3 inh → -8
O=C(Cn1ncc2c(=O)oc3ccccc3c21)N1CCN(c2ccccn2)CC1 in PAX8 inh HTS → 11
COC(=O)c1nn(-c2ccc(OC)cc2)c(=O)cc1Oc1cccc(Cl)c1 in PAX8 inh HTS → 4
O=C1c2[nH]nc(-c3ccccc3O)c2C(c2ccc(F)cc2)N1CC1CCCO1 (stereo unspecified) in ARNT-TACC3 inh → -10
O=C(c1ccccc1)c1cncc(Br)c1 in ARNT-TACC3 inh → -4

Part of the list above, with one line to a screen:
4	Cc1ccc2nc(C)cc(OCC(=O)O)c2c1
15	O=C(NCC1CCCCC1)C1CCN(C(=O)NC2CCCCC2)CC1
3	CCOC(=O)C1CCN(Cc2nc3ccccc3c(=O)n2-c2ccc(F)cc2)CC1
7	O=C(CN1CCc2ccccc2C1)N1CCN(S(=O)(=O)c2ccccc2)CC1
14	O=C(c1ccccc1)c1cncc(Br)c1
10	CC1(C)CC(=O)C2=C(C1)Nc1[nH]n(-c3ccccc3)c(=O)c1C2c1ccc2c(c1)OCO2 (stereo unspecified)
11	CC(C)(C)C(=O)NC1CCN(S(=O)(=O)c2cccc(C(F)(F)F)c2)CC1

Compound	4	15	3	7	14	10	11
ARNT-TACC3 inh	-5	-11	-1	8	-4	-5	0
PAX8 inh HTS	4	-9	2	1	-16	-6	-1

New compounds follow.
#	canonical_smiles	ARNT-TACC3 inh	PAX8 inh HTS
16	COCC(=O)NCc1nc2ccccc2n1Cc1ccccc1F	-10	-19
17	CC1C(=O)C(C)C(c2cccs2)NC1c1cccs1 (stereo unspecified)	-7	-7
18	CN(CCC#N)S(=O)(=O)c1ccc2c(c1)c(=O)n(C)c(=O)n2C	0	5
19	COc1ccc(C2C(C(=O)OCC(=O)NC(C)(C)C)CCC(=O)N2c2ccc(C)cc2)cc1OC (stereo unspecified)	-15	11
20	CS(=O)(=O)N1CCN(CC2CC3C=CC2C3)CC1 (stereo unspecified)	-6	-15
21	O=C(CN1CCN(C(=O)c2ccco2)CC1)Nc1ccccc1-c1ccccc1	1	19
22	CCN(CC)S(=O)(=O)c1cccc(C(=O)Nc2cccc(C)c2)c1	1	-60
23	Nn1c(SCc2nc3ccccc3[nH]2)nnc1-c1ccccc1	5	13
24	CCN(C(=O)COC(=O)c1[nH]c(C)c(C(C)=O)c1C)C1CCS(=O)(=O)C1 (stereo unspecified)	5	7
25	CN(C)c1nc(Nc2ccccc2)nc(Oc2ccc(=O)[nH]n2)n1	-10	-7
26	Cc1ccc(C(=O)CSc2nc(C)cc(=O)[nH]2)cc1	-10	-17
27	S=C(Nc1ccc(Oc2ccccc2)cc1)NC1CCCCC1	-2	-6
28	CC(NS(=O)(=O)c1ccccc1)C(=O)Nc1nccs1 (stereo unspecified)	-2	1
29	COC(=O)C1Cc2c([nH]c3ccccc23)C(C)N1 (stereo unspecified)	2	34
30	COCCOC(=O)C1=C(N)OC2=C(C(=O)CCC2)C1c1cccnc1 (stereo unspecified)	-8	-6
31	O=C(CN1C(=O)COc2ccccc21)N1CCc2ccccc2C1	-1	11
32	COc1ccc(NC(=S)NCCSc2ccc(Cl)cc2)c(OC)c1	34	8
33	O=C(CNC(=O)c1ccccc1)NCC(=O)OCc1ccc(Cl)cc1	-24	4
34	CCCCCCCSc1nsc(N)n1	-2	-15
35	COC(=O)c1sccc1NC(=O)CSc1ccc(Cl)cc1	-4	-1
36	COc1ccc(-c2nnc(CSc3nnc(-c4ccncc4)n3C3CCCCC3)o2)cc1OC	-3	9
37	CCOC(=O)/C(C#N)=C\c1cc(C)n(-c2ccccc2)c1C	0	-211
38	COc1cccc(Nc2nc(=O)[nH]nc2C)c1	0	-7
39	O=C(CSc1nnc(-c2cccs2)n1-c1cccc(Cl)c1)c1cccc2c1OCCO2	9	-1
40	COc1ccccc1NC(=O)CSc1nnc(CNC(=O)COc2ccc(Cl)cc2)o1	-3	-8
41	CCn1c(SC)nnc1C1CCN(S(=O)(=O)c2ccc(OC)cc2)CC1	-17	13
42	Cc1ccc(Nc2nnc(SCc3cc(=O)n4ccsc4n3)s2)c(C)c1	4	11
43	FC(F)(F)c1nnc2c(Sc3ccccc3)nc3ccccc3n12	1	39
44	COC(=O)COc1cccc(NC(=O)c2ccc(C)cc2)c1	-49	-11
45	CC(=O)Nc1ccc(S(=O)(=O)n2cnc3ccccc32)cc1	-4	-8
46	O=C(NCCNS(=O)(=O)c1ccc(Cl)cc1)c1cc(OCC(F)(F)F)ccc1OCC(F)(F)F	-7	1
47	CCCCNC(=O)c1c[nH]c2ccc(S(=O)(=O)Nc3ccc(OCC)cc3)cc2c1=O	-7	10
48	Cc1c(NC(=O)Nc2ccccc2Cl)sc(=S)n1C	0	-16
49	CC(C)n1c(N2CCN(C(=O)N3CCCCC3)CC2)nc2ccccc21	1	23
50	Cc1ccc(NC(=O)c2cccc3c2-c2ccccc2C3=O)cc1C	-1	5
51	CCc1cc2c(=O)n(-c3ccc(Br)cc3)cnc2s1	-16	-104
52	CCc1ccc(N(C(=O)c2csnn2)C(C(=O)NCc2ccccc2)c2ccco2)cc1 (stereo unspecified)	2	18
53	CCc1ccc(-c2nnn(Cc3nn[nH]n3)n2)cc1	-3	6
54	CCOC(=O)c1c(N)sc2c(OC)c(Br)ccc12	-1	-25
55	Cc1cnc(NC(=O)c2ccc(-c3nc4ccccc4s3)o2)s1	1	-55
56	CCOc1cc(/C=C2\N=C(SCC)SC2=O)cc([N+](=O)[O-])c1OC(C)=O	-11	-22
57	CCOC(=O)C1=C(O)C(Nc2nc3ccccc3s2)(C(F)(F)F)N=C1C (stereo unspecified)	-1	19
58	Cc1ccc(C(=O)NCCNS(=O)(=O)c2ccccc2)cc1	-3	-17
59	O=c1[nH]c(=O)n(C2CCCCCC2)c(O)c1C=NCc1ccc(F)cc1	6	16
60	COc1ccc(C(=O)C(OC(=O)CNC(=O)c2ccco2)c2ccccc2)cc1 (stereo unspecified)	-5	-10
61	O=C(Nc1cc(Cl)cc(Cl)c1)C1CCC(=O)N1Cc1ccccc1Cl (stereo unspecified)	-1	3
62	FC(F)(F)c1ccc(N2CCOCC2)c(NC2=NCCCCC2)c1	3	12
63	Cn1c(CN2CCOCC2)nnc1SCC(=O)NCCc1ccccc1	-6	16
64	CCOc1ccc2nc(NCCNC(=O)Nc3cccc(C)c3)c(C#N)cc2c1	-5	18
65	O=C(Nn1cnnc1)c1ccccc1-c1ccccc1	-1	-1
66	Cc1c(/C=C/C(=O)c2ccc(Cl)s2)cnn1C	-6	-255
67	CCOc1cc(-c2nc(-c3ccc(C)nc3OC)no2)cc(OCC)c1OCC	-12	19
68	Cn1c(N)c(C(=O)COC(=O)CCC(=O)c2cccs2)c(=O)n(C)c1=O	1	-10
69	CCN(CC)S(=O)(=O)c1cccc(-c2nnc(SCCOc3ccccc3C)o2)c1	-4	-7
70	COc1ccc(-c2c3c(nc4sc(C(=O)Nc5ccccc5)c(N)c24)CCC3)cc1	1	-49
71	COC(=O)C(N)Cc1ccc(O)cc1 (stereo unspecified)	-6	6
72	Cc1cc(C(=O)CSc2nnc(-c3ccccc3F)o2)c(C)n1Cc1cccs1	-30	23
73	CCN(Cc1ccccc1)C(=O)Cn1cnc2c1c(=O)n(C)c(=O)n2C	-3	14
74	Cc1ccc2[nH]c(=O)c(-c3nc4ccccn4c3NCc3ccco3)cc2c1	9	-119
75	Nc1cccc2c1C(=O)N(C(=O)c1ccc(S(=O)(=O)N3CCCCCC3)cc1)C2=O	0	23

Fetched one by one from the list above, 2 records:
#	canonical_smiles	ARNT-TACC3 inh	PAX8 inh HTS
47	CCCCNC(=O)c1c[nH]c2ccc(S(=O)(=O)Nc3ccc(OCC)cc3)cc2c1=O	-7	10
67	CCOc1cc(-c2nc(-c3ccc(C)nc3OC)no2)cc(OCC)c1OCC	-12	19

Sorted by value in ARNT-TACC3 inh (falling): six from the list above
| nr | Structure | ARNT-TACC3 inh |
| --- | --- | --- |
| 74 | Cc1ccc2[nH]c(=O)c(-c3nc4ccccn4c3NCc3ccco3)cc2c1 | 9 |
| 73 | CCN(Cc1ccccc1)C(=O)Cn1cnc2c1c(=O)n(C)c(=O)n2C | -3 |
| 69 | CCN(CC)S(=O)(=O)c1cccc(-c2nnc(SCCOc3ccccc3C)o2)c1 | -4 |
| 64 | CCOc1ccc2nc(NCCNC(=O)Nc3cccc(C)c3)c(C#N)cc2c1 | -5 |
| 63 | Cn1c(CN2CCOCC2)nnc1SCC(=O)NCCc1ccccc1 | -6 |
| 67 | CCOc1cc(-c2nc(-c3ccc(C)nc3OC)no2)cc(OCC)c1OCC | -12 |

Carrying on:
#	canonical_smiles	ARNT-TACC3 inh	PAX8 inh HTS
76	O=c1c2cc(N3CCOCC3)ccc2[nH]c(=S)n1CCCN1CCCC1	1	-36
77	COc1ccccc1C1C(C(=O)c2cc3ccccc3o2)=C(O)C(=O)N1CCN1CCOCC1 (stereo unspecified)	3	6
78	O=C(CSc1n[nH]c(-c2cccs2)n1)N1CCN(S(=O)(=O)c2ccccc2)CC1	1	12
79	O=C(Cn1cnc2ccccc2c1=O)NCCC(=O)N1CCN(c2ccccc2)CC1	0	-1
80	CC1CCc2c(sc3nc(C4CC4)nc(N4CCN(C(=O)c5ccco5)CC4)c23)C1 (stereo unspecified)	-1	11
81	Cc1cccc(NC(=O)c2ccccc2C(=O)O)c1	-22	0
82	c1csc(-c2nnsc2-c2nc3ccccc3[nH]2)c1	-2	-71
83	CCCC(=O)Nc1cc(OC)c(OC)cc1C(=O)O	4	18
84	COC(=O)c1sccc1NC(=S)N1CC(C)CC(C)C1 (stereo unspecified)	-1	-3
85	CCCn1c(=O)c2ccccc2n2c(SCCOc3ccccc3F)nnc12	-5	11
86	CCCC(=O)Nc1ccccc1N1CCN(C(=O)c2ccccc2)CC1	0	14
87	Cn1nc([N+](=O)[O-])c2c(-c3nc4ccccc4s3)c(N)n(C3CCCCC3)c2c1=O	30	15
88	CCOCCCN(C(=O)CNC(=O)c1ccco1)C(C(=O)NC1CCCC1)c1ccccc1C (stereo unspecified)	3	-3
89	CC1(C)Cc2c(c(N3CCOCC3)nc3snc(Br)c23)CO1	-3	-10
90	CCOC(=O)c1ccc(NC(=O)NC(C)C2CCCO2)cc1 (stereo unspecified)	6	-29
91	Cc1ccc(NC(=O)CCC(=O)OCC(=O)c2ccc(Oc3ccc([N+](=O)[O-])cc3)cc2)cc1C	-2	5
92	COCCCNC(=O)C(=O)NCCCOC(C)C	-1	-15
93	Cc1nc2cc(S(=O)(=O)N(C)C)ccc2n1-c1ccccc1	-4	17
94	CC1CN(S(=O)(=O)c2cccc(C(=O)OCc3cc(=O)oc4cc(O)ccc34)c2)CC(C)O1 (stereo unspecified)	-5	59
95	Cc1ccccc1-c1nnc(SCc2ccccc2F)o1	-2	-146
96	O=C1CCCc2sc3c(c2N1)CCCCC3	-2	11
97	CC(C)NC(=O)c1cnc(N2CCN(c3ccccn3)CC2)c2ccccc12	29	10
98	COc1ccc(N2CCN(C(=S)NCCc3ccccc3)CC2)cc1	-3	9
99	COCCCNc1nc(SCc2ccccc2)nc2sc3c(c12)CCC3	-2	-3
